# PNC assembly inh: inhibitors of perinucleolar compartment assembly | PC3M PTB-GFP, PNC prevalence imaging, 16 h; active compounds read low | activity change (PNC), negative = inhibition, % at 10 µM | 140,000 compounds, 3.1% hits;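 active = readout at or below -70, meaning at least 70% loss of cells showing the perinucleolar compartment, a nuclear body marking cancer cells; inconclusive = readout between -30 and a set limit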;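 note: plate controls were DMSO wells for no effect and camptothecin positive control wells for full effect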
#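 Read-out is percentage of cells bearing a perinucleolar compartment, from automated 20x imaging of fixed, Hoechst-stained PC3M PTB-GFP cells. Cells were seeded 4 h, then exposed 16 h to compound (23 nl of library stock) in duplicate plates.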
# ALOX15B inhib: blocks human 15-lipoxygenase 2 activity; O15296; purified 15hLO-2, xylenol orange hydroperoxide absorbance; Potency, µM (titrated, usually from 57.1 µM), without a hit: at the top dose activity change, negative = inhibition, usual class: inhibitors; 110,000 compounds, 0.56% hits; AID 881; note: potency is the fitted concentration of half-maximal effect; nearly all actives have a fitted effect of over 60% in size; many of its hits are not listed in these tables
#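 Read-out: hydroperoxide product oxidises ferrous iron, measured as xylenol orange complex via the 573-to-405 nm absorbance ratio after 30 min. Reaction: 50 nM enzyme, 15 min compound preincubation, 45 uM arachidonic acid, 90 min RT, Hepes pH 7.5 with Triton X-100.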
# IMPase cell inh: cell-permeable inhibitors of inositol monophosphatase (IMPase) | AID 901 | 120,000 tested, under 10 active | inhibition (IP1 accumulation), % at 46.1 µM | CHO-M1 cells, IP1 accumulation, HTRF TR-FRET ratio; active = well fitted curve in the direction sought with a large enough effect in the signal ratio, not every such curve was filed as active; inconclusive = small, poorly fitted or top-dose-only effect, or a change in a side signal; inactive = no such curve, though single readings can be large or run the other way; the % refers to the signal ratio;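 note: cells stimulated with carbachol in lithium chloride buffer; plate controls were DMSO basal wells for no effect and reference inhibitor wells for full effect; higher means more IMPase inhibition seen as more IP1 and lower FRET ratio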
# Target sequence (P97697 whole entry, looked up): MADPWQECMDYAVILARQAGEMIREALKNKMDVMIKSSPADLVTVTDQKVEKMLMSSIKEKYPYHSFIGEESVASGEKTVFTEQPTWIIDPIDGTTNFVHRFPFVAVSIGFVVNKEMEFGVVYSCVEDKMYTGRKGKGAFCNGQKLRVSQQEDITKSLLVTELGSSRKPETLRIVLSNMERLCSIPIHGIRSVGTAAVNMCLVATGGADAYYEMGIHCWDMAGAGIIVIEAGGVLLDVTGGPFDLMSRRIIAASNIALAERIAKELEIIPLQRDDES
#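 Elevated IP1 in lysates lowers TR-FRET signal (665/620 ratio and 620 channel reported). Cells were CHO-M1, given carbachol (50 uM as added) plus 50mM LiCl, pH 7.4, 30 min, 37C; compounds titrated up to 46 uM; AC50 by Hill equation.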
# 12-hLO inh: 12-hLO (ALOX12) enzyme inhibition. P18054. purified 12-hLO, xylenol orange hydroperoxide absorbance. Potency, µM (highest dose often 57.1 µM), for the others: top-dose activity change, negative = inhibition, actives largely listed as inhibitors. 150,000 compounds, 0.12% hits. AID 1452; note: potency is the fitted concentration of half-maximal effect; nearly all actives have a fitted effect of over 55% in size; many of its hits are not listed in these tables
# Target sequence (P18054 whole entry, looked up): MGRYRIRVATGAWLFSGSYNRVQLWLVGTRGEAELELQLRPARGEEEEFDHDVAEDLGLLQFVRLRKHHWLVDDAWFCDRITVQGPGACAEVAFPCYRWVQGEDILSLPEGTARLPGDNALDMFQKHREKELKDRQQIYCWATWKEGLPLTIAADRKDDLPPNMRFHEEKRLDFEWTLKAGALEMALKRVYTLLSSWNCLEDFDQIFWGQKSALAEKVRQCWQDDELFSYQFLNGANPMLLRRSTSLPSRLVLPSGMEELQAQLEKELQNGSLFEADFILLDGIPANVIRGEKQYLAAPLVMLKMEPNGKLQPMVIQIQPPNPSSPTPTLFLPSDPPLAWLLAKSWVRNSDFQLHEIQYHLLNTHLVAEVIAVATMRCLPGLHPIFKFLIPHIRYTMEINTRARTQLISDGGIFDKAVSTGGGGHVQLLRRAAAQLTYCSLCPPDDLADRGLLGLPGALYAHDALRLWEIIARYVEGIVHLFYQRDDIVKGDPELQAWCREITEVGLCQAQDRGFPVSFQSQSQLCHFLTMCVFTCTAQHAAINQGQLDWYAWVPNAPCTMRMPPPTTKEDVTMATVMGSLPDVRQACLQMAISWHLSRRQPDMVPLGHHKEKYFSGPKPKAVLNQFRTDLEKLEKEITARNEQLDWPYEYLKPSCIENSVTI
#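 Hydroperoxide output read as Fe(III)-xylenol orange absorbance, 573-to-405 nm ratio, after 30 min reaction with 40 uM arachidonic acid. Enzyme: 150 nM purified human 12hLO, 15 min compound preincubation; 25 mM Hepes pH 7.0, room temperature.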
# The depositor's hits bear a star; ? = inconclusive; . = no result given; & = joins results of further samples; [ ] = dose if it differs, or a comment. Unless noted, calls come from the whole dose curve; as a rule, active = well fitted curve in the direction sought with a large enough effect; inconclusive = small, poorly fitted or top-dose-only effect, or another doubt; inactive = no such curve, though single readings can be large; an effect the other way counts as inactive or inconclusive. Unless noted, % is set by controls: 0 for no effect and ±100 for the full control effect.
compound	PNC assembly inh	ALOX15B inhib	IMPase cell inh	12-hLO inh
S=C(NCc1ccco1)N/N=C/c1ccccc1Cl	18	.	.	-16%
CCCCC1(C)Nc2ccccc2-c2nc3ccccc3n21 (stereo unspecified)	-24	-5%	-9	-4%
Cc1nc2c(=O)oc3ccccc3c2n1-c1ccccc1	-9	-1%	3	-8%
CCCn1cc(SCC(=O)NCc2ccc3c(c2)OCO3)c2ccccc21	?	-5%	-1	-1%
CCOc1ccc(CNC(=O)c2ccc(Sc3ccc(C)cc3)c(NC(C)=O)c2)cc1OC	-15	.	6	-15%
Cc1nn2c(c1-c1ccccc1)NC1=C(C(=O)CCC1)C2c1ccccc1 (stereo unspecified)	37	.	-12	2%
CN(C)/N=C/c1cc(Cl)cc([N+](=O)[O-])c1O	3	.	.	-5%
c1ccc(-c2nc(N3CCOCC3)c3ccccc3n2)nc1	-11	35%[activator]	5	6%
COc1ccc(CN(C(=O)Cc2cccs2)C(C(=O)NC2CCCC2)c2ccncc2)cc1 (stereo unspecified)	35	-5%	1	4%
CCOP(=O)(OCC)C(Nc1ccccn1)c1ccccc1 (stereo unspecified)	28	.	-6	1%
CCCn1c(C)nc2c(NCc3ccccc3)nc(C)nc21	.	38%[activator]	.	-5%
Cc1ccc(C(=O)Nc2cccc([N+](=O)[O-])c2)cc1S(=O)(=O)Nc1ccc(NC(=O)c2ccccc2)cc1	7	.	.	-1%
Fc1ccccc1NC(=S)Nc1ccc(Br)cc1	8	.	3	-11%
CCN(CCCNC(=O)c1[nH]c(C)c(C(C)=O)c1C)c1cccc(C)c1	10	-3%	4	-4%
Cc1ccc(S(=O)(=O)NCCNC(=O)N2CCOCC2)cc1	7	1%	2	-3%
O=C(OCc1ccc(Br)cc1)c1cccc(-c2nnc(-c3ccccc3)o2)c1	3	.	-8	0%
O=C(CSc1ccc(Cl)cc1)Nc1cccc(NC(=O)c2ccco2)c1	-25	5%	5	-17%
O=C(O)c1cccc(S(=O)(=O)N2CCOCC2)c1	-11	-9%	5	-4%
NC(=O)Nc1ccc(C(=O)OCC(=O)Nc2ccc([N+](=O)[O-])cc2C(F)(F)F)cc1	-23	.	.	-3%
COCc1nnc(NC(=O)c2cc(OC)c(OC)cc2[N+](=O)[O-])s1	51	.	.	0%
C=CCNCc1cccn1-c1sc2c(c1C#N)CCCC2	35	2%	11	0%
Cc1ccc(C(=O)c2ccccc2C(=O)OCC(=O)NCCc2ccc(Cl)cc2Cl)cc1	19	.	3	-5%
CCOC(=O)c1cnc2nc[nH]n2c1=O	?	.	.	8%
CC(C)c1ccc(NC(=S)NCc2cccs2)cc1	?	?	3	?
COCCCn1c(C)csc1=Nc1cccnc1	-13	.	.	2%
O=C1CCCc2c1[nH]c1ccc(Cl)cc21	4	.	-5	2%
O=C(CSc1nnc(-c2ccco2)o1)N1CCOCC1	-9	-3%	?	3%
Cc1cc(N2C(=O)C(=O)/C(=C(/O)c3ccccc3)C2c2cccs2)no1 (stereo unspecified)	?	39%[activator]	-22	26%
Cc1ccc2c(c1)-c1c(cnn1CC(=O)N1CCCN(Cc3ccccc3F)C1)CO2	?	.	0	2%
COC(=O)c1sc(N2C(=O)C(=O)/C(=C(/O)c3ccccc3)C2c2ccco2)nc1C (stereo unspecified)	-84*	.	.	16%
C#CCOCCOCCOCCNc1nc(N2CCOCC2)nc(N2CCN(C(=O)Cn3cc(CC(C)O)nn3)CC2)n1 (stereo unspecified)	16	.	.	4%
O=C(c1cccnc1)N1CCc2ccccc21	-4	2%	5	3%
C=CCn1c(SCC(=O)NC2CCCCC2)nnc1C(C)NC(=O)c1cccs1 (stereo unspecified)	?	13%	9	-3%
Cc1ccc(O)c(N)c1	.	-17%	.	-15%
Oc1ccc(N2CCN(C(c3cccs3)c3nnnn3CCc3ccccc3)CC2)cc1 (stereo unspecified)	-29	?	9	-4%
COc1ccc(CCNC(=S)Nc2cc(C)ccc2C)cc1	3	25µM*	1	7.9µM*
CCOc1ccc(N2C(=O)CC(NC3CCCCNC3=O)C2=O)cc1 (stereo unspecified)	?	.	23	-1%
O=C1C=C(c2ccccc2)CC(c2cccs2)C1n1cnc([N+](=O)[O-])c1 (stereo unspecified)	?	-13%	0	-5%
COc1ccc(NC(=O)CSc2ccc(NC(C)=O)cc2)cc1S(=O)(=O)N1CCCCC1	?	.	.	-1%
Cc1ccc(S(=O)(=O)CCC(=O)N2CCc3ccccc32)cc1	-24	-2%	1	4%
Cc1ccc(/C=C/C(=O)c2ccccc(=O)c2O)c(C)c1	?	.	.	?
COc1ccccc1CCNC(=O)CCn1c(=O)oc2ccccc21	-11	-3%	4	2%
CC(C)c1ccc(/C=C/C(=O)NNC(=O)c2cccnc2)cc1	20	16%	-1	-2%
Cc1ccc(N2CN=c3s/c(=C\c4ccccn4)c(=O)n3C2)cc1	-22	10%	-7	-2%
CC(=O)Nc1ccc2nc(SCC(=O)O)sc2c1	22	5%	-1	0%
CCOC(=O)c1ccccc1NC(=S)N1CC(C)CC(C)C1 (stereo unspecified)	?	.	-5	-4%
Cc1ccc(/C=N/NC(=S)N2CCOCC2)cc1	?	.	.	-6%
Cc1cc(C)cc(NC(=O)C2CCN(c3nc(C)cc(C)n3)CC2)c1	-25	-15%	-5	-6%
Cc1cc(NCCCn2ccnc2)n2nc(C)c(-c3ccc(Cl)cc3)c2n1	?	33%[activator]	9	6%
CC(C)(C)c1ccc(S(=O)(=O)n2c(CN3CCOCC3)nc3ccccc32)cc1	?	0%	2	6%
CC(=O)c1ccc(N2C(=O)C3C(C2=O)C(C(=O)c2ccc(Cl)cc2)N2CCCC32)cc1 (stereo unspecified)	?	-19%	1	-11%
CCCCN1CC(O)=C(c2nc3ccccc3s2)C1=N	-1	-3%	-4	0%
O=C(O)CC1C(=O)NCCN1C/C=C/c1ccccc1 (stereo unspecified)	-18	2%	5	-1%
COC(=O)c1c(NC(=O)CCCC(=O)O)sc(C)c1C	?	-9%	-2	-9%
Cc1ccc(C2NC(=O)NC(O)(C(F)(F)F)C2C(=O)c2ccccc2)o1 (stereo unspecified)	-26	.	-5	6%
Cc1ccc2nc(-c3cccc(NC(=O)c4ccc5c(c4)OCCO5)c3)oc2c1	54	-20%	-6	-4%

# (more compounds)
compound	PNC assembly inh	ALOX15B inhib	IMPase cell inh	12-hLO inh
Cc1cccc(-c2ccc(C=Nc3c(C)n(C)n(-c4ccccc4)c3=O)o2)c1	7	-4%	-9	-4%
CCOC(=O)C1CCN(C(=O)c2ccccc2NS(=O)(=O)c2cc(C)ccc2C)CC1	?	.	-6	-2%
COc1ccc(C2=NOC(C(=O)Nc3cccnc3)C2)cc1 (stereo unspecified)	-102*	12%	7	1%
COc1cccc(C(c2sc3nc(C)nn3c2O)N2CCN(c3ccccc3F)CC2)c1 (stereo unspecified)	?	.	0	1%
COc1cc2c(cc1OC)[C@@H]1C(=O)c3ccc4c(c3O[C@@H]1CO2)C=CC(C)(C)O4	.	7%	8	-7%
COc1ccc(N2C(=O)CC(N3CCN(C4CCc5ccccc5C4)CC3)C2=O)cc1 (stereo unspecified)	-121*	17%	18	-1%
COc1ccc(NS(=O)(=O)c2cccc3nsnc23)cc1OC	30	-3%	4	2%
COC(=O)c1ccccc1NC(=O)C1CC(c2ccccc2O)=NO1 (stereo unspecified)	18	-6%	9	-5%
CCOc1cc(/C=C2\C(=O)N(c3ccc(C(N)=O)cc3)N=C2C)ccc1OC(=O)c1cccs1	12	5µM*	1	-18%
c1ccc(-c2csc(NC3=NCCCCC3)n2)cc1	?	.	10	1%
N#Cc1c(NC(=O)CCC(=O)O)ccc2ccccc12	.	1%[11.4 µM]	.	5%[11.4 µM]
O=C(CCSc1ccccc1)Nc1ncccn1	-14	3%	1	-1%
COC(=O)C1CCCN1S(=O)(=O)c1ccc2ccccc2c1 (stereo unspecified)	?	22%	4	-1%
Cc1ccc2c(C)nc(NC3=NCN(CCc4ccccc4)CN3)nc2c1	?	14%	14	3%
Cc1cc(=O)[nH]c(SCC(=O)/C=C2\N(C)c3ccccc3C2(C)C)n1	25	.	.	0%
COC(=O)COc1ccc(S(=O)(=O)NCc2ccco2)cc1Cl	-103*	-2%	-2	5%
Cc1cc[n+](CC(=O)c2cc3ccccc3oc2=O)cc1	4	.	.	5%
Cc1ccccc1NC(=O)c1c([N+](=O)[O-])c(C(C)(C)C)nn1C	-9	.	.	2%
COc1ccc(-c2c(NC(=O)C(C)C)n(C)c3ccccc3c2=O)cc1	?	-13%	-6	2%
Cc1nn(-c2ccccn2)c2c1C(c1ccsc1)C1=C(CCCC1=O)N2 (stereo unspecified)	34	11%	16	-3%
CCCn1c(=O)c2[nH]c(C3CCCC3)nc2n(CCC)c1=O	-21	-9%&13%	-5&1	-3%&-5%
COCCNc1cc(-c2ccccc2C(F)(F)F)ncn1	.	-9%	.	-2%
CCNC(=O)c1ccccc1NC(=O)c1cccc(S(=O)(=O)N2CCOCC2)c1	36	.	.	-1%
CCOc1ccc(NC(=O)NC23CC4CC(CC(C4)C2)C3)cc1	15	.	.	0%
CC(OC(=O)c1nsc(Cl)c1Cl)C(=O)NC(C)(C)C (stereo unspecified)	-18	.	10	4%
Cc1nnc(SCC(=O)NCCOc2ccc(Cl)cc2)n1-c1ccccc1	17	7%	4	1%
CC(=O)C1=C(O)C(=O)N(Cc2ccco2)C1c1ccccc1 (stereo unspecified)	26	28%	-9	12%
N#Cc1ccc(-c2nnnn2-c2ccc3c(c2)OCO3)cc1	4	1%	13	-8%
COCC(=O)N1CCC2(CC1)CN(c1ccncc1)C2	.	-1%	.	-3%
CN/C=C1\C(=O)C(C)(C)Oc2ccc3ccc(=O)oc3c21	4	4%	-4	1%
Cc1nc(NCCc2ccccc2)c(C#N)c(C)c1[N+](=O)[O-]	12	.	-7	-4%
C/C(=N\NC(=O)Nc1ccccc1)c1ccc2ccccc2c1	6	.	.	2%

# Pulled by structure from above, 5 records:
compound	PNC assembly inh	ALOX15B inhib	IMPase cell inh	12-hLO inh
CN/C=C1\C(=O)C(C)(C)Oc2ccc3ccc(=O)oc3c21	4	4%	-4	1%
C/C(=N\NC(=O)Nc1ccccc1)c1ccc2ccccc2c1	6	.	.	2%
Cc1nnc(SCC(=O)NCCOc2ccc(Cl)cc2)n1-c1ccccc1	17	7%	4	1%
COCC(=O)N1CCC2(CC1)CN(c1ccncc1)C2	.	-1%	.	-3%
Cc1nc(NCCc2ccccc2)c(C#N)c(C)c1[N+](=O)[O-]	12	.	-7	-4%

# The results go on:
compound	PNC assembly inh	ALOX15B inhib	IMPase cell inh	12-hLO inh
CC1=C(C(=O)OCc2ccccc2)C(c2ccsc2)C(C#N)=C(N)O1 (stereo unspecified)	?	.	-12	-6%
COC(=O)c1sc2ncccc2c1OCc1cccc(Cl)c1	23	13%	2	-13%
COc1cc(/C=C/C(=O)OCC(=O)NC(=O)NC(C)C)ccc1OCC#N	-85*	.	.	3%
CCOC(=O)c1[nH]c(C)c(C(=O)OCCN2C(=O)c3ccccc3C2=O)c1C	25	-18%	-1	1%
CC(C)OC(=O)C(C)(C)Oc1ccc(C(=O)c2ccc(Cl)cc2)cc1	-7	4%	6	-7%
Cc1cc([N+](=O)[O-])nn1CCCC(=O)N1CCN(c2ccccc2)CC1	?	.	.	1%
CCn1c(=O)cc(OCC(=O)NCCCN2CC(C)CC(C)C2)c2ccccc21 (stereo unspecified)	-15	3%	13	3%
